# Tn6 DDE FP – DD(E)-Tn6 binding inhibition, primary FP screen; Fibrin DD(E) TRITC-Tn6 fluorescence polarization displacement; inhibition, % at 8.3 µM; AID 720509; actives 0.21% (n = 370,000);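 active = inhibition above a per-campaign cutoff: mean of compounds within control limits plus 3 SD, cut at about 15% in these data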;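 also: 0% = median of all compound wells on the plate and 100% = blocking peptide control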
# DDE Tn7 FP inh – inhibitors of Tn7 peptide binding to human fibrin DD(E) | inhibition, % at 8.3 µM | FP displacement of FITC-Tn7 peptide from fibrin DD(E); 0% = median of compound wells per plate | actives 0.13% (n = 370,000);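 active = inhibition above the mean of compounds falling within the control limits plus 3 SD of them, cut at about 14% in these data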;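 also: 0% = plate median of compound wells and 100% = 10 µM Aha-Tn7 peptide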
#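 system = human fibrin DD(E) protein | quantity = DD(E) 2 µM final | medium = Tris/NaCl/CaCl2 buffer, pH 7.8 | also added = labelled Tn7 tracer, 0.1 µM | compound dosing = single point at 8.3 µM | timing = compound with protein 10 min, then 3 h after probe, room temperature | signal = FP measurement | benchmarks = Aha-Tn7 high control | repeats = one replicate per compound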
# LEDGF integ inh – blocks HIV-1 LEDGF/p75-dependent DNA integration. TR-FRET IN-LEDGF/p75 DNA integration, Eu/Cy5. inhibition, % at 3.7 µM. actives 0.64% (n = 370,000). AID 743269;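 active = inhibition above the screen-wide mean plus 3 SD, cut at about 13% in these data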;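 also: signal is the Cy5 over europium emission ratio at 671 and 618 nm; 0% = plate median of compound wells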
# MBD2 inh – inhibitors of human MBD2 binding to methylated oligonucleotide; TR-FRET; inhibition, % at 4.4 µM; actives 0.31% (n = 370,000); AID 686964; in the data active = inhibition above about 13%
# proKLK7 act – activates the human kallikrein-7 zymogen | P49862 | purified proKLK7, EDANS-DABCYL substrate fluorescence; 100% is mature enzyme control, 0% vehicle | activation, % at 7 µM | actives 0.9% (n = 370,000);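 active = activation above the mean of all tested compounds plus 3 SD, computed per campaign excluding outliers beyond control limits, cut at about 13% in these data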
# SIAE primary – inhibitors of human sialic acid acetylesterase SIAE | actives 0.69% (n = 370,000) | Q9HAT2 | inhibition, % at 9.66 µM | AID 1053197 | SIAE FP-Rh probe binding, fluorescence polarization;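 active = inhibition above a cutoff: mean of compounds within the control limits plus 3 SD of those, cut at about 17% in these data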;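 also: 0% = plate median of compound wells and 100% = probe without SIAE protein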
# PRMT1 inh – blocks human protein arginine methyltransferase 1; Q99873; recombinant PRMT1, activity-based probe fluorescence polarization; actives 1.3% (n = 370,000); inhibition, % at 2.79 µM;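 active = inhibition above about 21% made by adding two undisclosed values, limit read from the data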
# TCR-CD3 inh – human TCR-CD3 binding inhibition; TAMRA-labeled TCR probe fluorescence, biochemical; actives 0.37% (n = 360,000); inhibition, % at 9.4 µM; in the data active = inhibition above about 19%;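 also: recombinant mutant TCR 2C K166C tagged with TAMRA read by polarization; 0% = receptor in buffer alone and 100% = receptor with positive control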
# UHRF1 binding – blocks human UHRF1 binding to methylated DNA; actives 0.75% (n = 370,000); UHRF1 binding to methylated oligo, TR-FRET; AID 687016; Q96T88; inhibition, % at 4.4 µM; in the data active = inhibition above about 21%;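 also: UHRF1 SRA domain binding a hemimethylated CpG hairpin DNA probe; 0% = median of test compound wells and 100% = reference inhibitor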
# Target sequence (Q96T88 whole entry, looked up, the tested form may be a part): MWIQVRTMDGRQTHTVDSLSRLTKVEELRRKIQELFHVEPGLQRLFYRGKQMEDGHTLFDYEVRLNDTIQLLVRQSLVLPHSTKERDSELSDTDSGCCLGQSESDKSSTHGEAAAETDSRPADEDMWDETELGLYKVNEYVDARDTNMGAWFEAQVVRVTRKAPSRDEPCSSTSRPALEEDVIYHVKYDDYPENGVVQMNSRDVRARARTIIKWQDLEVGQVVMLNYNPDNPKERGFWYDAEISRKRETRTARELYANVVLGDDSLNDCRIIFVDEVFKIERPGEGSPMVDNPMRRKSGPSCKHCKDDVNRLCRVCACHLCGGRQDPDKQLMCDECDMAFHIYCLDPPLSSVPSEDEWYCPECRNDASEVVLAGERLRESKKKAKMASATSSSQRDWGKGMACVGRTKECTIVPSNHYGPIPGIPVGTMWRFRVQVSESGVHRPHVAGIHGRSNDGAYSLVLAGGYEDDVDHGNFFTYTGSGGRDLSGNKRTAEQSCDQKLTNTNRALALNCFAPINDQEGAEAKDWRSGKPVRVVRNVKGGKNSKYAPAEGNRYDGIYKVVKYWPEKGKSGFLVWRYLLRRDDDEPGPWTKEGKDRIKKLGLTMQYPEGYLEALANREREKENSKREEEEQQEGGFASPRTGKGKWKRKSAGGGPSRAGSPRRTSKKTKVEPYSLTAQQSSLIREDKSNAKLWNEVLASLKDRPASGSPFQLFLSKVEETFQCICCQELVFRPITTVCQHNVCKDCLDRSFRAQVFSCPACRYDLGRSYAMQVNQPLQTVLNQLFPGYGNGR
# TDP2 inh – blocks human TDP2 phosphodiesterase activity | recombinant TDP2, T5PNP hydrolysis, p-nitrophenol absorbance 415 nm | inhibition, % at 12.8 µM | actives 0.34% (n = 370,000);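 active = inhibition above the mean of all tested compounds plus 3 SD, set per campaign, cut at about 25% in these data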;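 also: 0% = DMSO with enzyme and 100% = buffer with substrate but no TDP2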
#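 test system = human TDP2 enzyme | input = TDP2 enzyme at 120 nM final | medium = 50 mM Tris-HCl pH 7.5 with Mg2+, KCl, DTT, BSA | also added = T5PNP substrate, 5 mM | times = 2 h at 37 °C | technique = epi absorbance | benchmarks = high control without enzyme, low control DMSO plus TDP2 | replication = each compound tested once, singlicate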
# Numbers without * were called inactive.
SMILES,Tn6 DDE FP,DDE Tn7 FP inh,LEDGF integ inh,MBD2 inh,proKLK7 act,SIAE primary,PRMT1 inh,TCR-CD3 inh,UHRF1 binding,TDP2 inh
Cc1ccc(S(=O)(=O)N2CCCCC2)cc1NC(=O)c1ccc(=O)[nH]c1,-5,2,3,4,-0.8,-2,8,-3,3,-9
O=C(CCc1ccccc1)Nc1ccc(S(=O)(=O)N2CCCC2)cc1,-2,4,-4,0,-0.1,-1,3,5,1,2
O=C(NC12CC3CC(CC(C3)C1)C2)c1ccc([N+](=O)[O-])o1,3,-2,1,-7,0.1,-2,-5,7,-2,-14
O=c1c(Cc2ccc(Cl)cc2)c(O)ccn1Cc1cccc(Cl)c1,-3,4,-1,2,0.4,-8,2,1,-2,4
CCN1CCN(CC(=O)n2c3c(c4ccccc42)CC(C)CC3)CC1 (centres undefined),-1,-3,1,-2,1.8,0,4,-2,1,2
COc1ccc(N2CCN(C(=O)c3cccc(NC(=O)c4ccco4)c3)CC2)cc1,-5,5,2,-4,-0.2,6,-4,8,-1,0
COc1ccc(N(CC(=O)Nc2ccc3c(c2)OCCO3)S(C)(=O)=O)c(OC)c1,1,2,0,3,-0.1,2,2,-2,6,8
CCOC(=O)C1=C(C)NC2=C(C(=O)CC(C)(C)C2)C1c1ccc(O)c(OCC)c1 (centres undefined),0,2,-6,3,1.2,4,6,-6,1,6
CCOc1ccc(NC(=O)CCCN2C(=S)NC(C)(C)CC2C)cc1 (centres undefined),-4,9,-1,-6,0.3,0,1,-1,2,3
COc1ccc(S(=O)(=O)Cc2ccc(C(=O)N3CCN(c4ccccc4)CC3)o2)cc1,-3,-1,-1,-3,0.2,-8,4,-2,0,4
CC(=O)c1sc(NC(=O)C2CCN(C(=O)c3ccccc3C)CC2)nc1-c1ccccc1,-6,-7,2,8,-0.4,-4,6,-6,8,-14
COc1ccc(C(=O)OCC(=O)NC(Cc2ccccc2)C(C)=O)cc1S(=O)(=O)N1CCCC1 (centres undefined),-2,2,0,-2,0.3,1,-2,-1,2,-14

# Five entries out of the list above, sorted by the value under Tn6 DDE FP, falling.
SMILES,Tn6 DDE FP,DDE Tn7 FP inh,LEDGF integ inh,MBD2 inh,proKLK7 act,SIAE primary,PRMT1 inh,TCR-CD3 inh,UHRF1 binding,TDP2 inh
O=C(NC12CC3CC(CC(C3)C1)C2)c1ccc([N+](=O)[O-])o1,3,-2,1,-7,0.1,-2,-5,7,-2,-14
COc1ccc(N(CC(=O)Nc2ccc3c(c2)OCCO3)S(C)(=O)=O)c(OC)c1,1,2,0,3,-0.1,2,2,-2,6,8
COc1ccc(S(=O)(=O)Cc2ccc(C(=O)N3CCN(c4ccccc4)CC3)o2)cc1,-3,-1,-1,-3,0.2,-8,4,-2,0,4
Cc1ccc(S(=O)(=O)N2CCCCC2)cc1NC(=O)c1ccc(=O)[nH]c1,-5,2,3,4,-0.8,-2,8,-3,3,-9
CC(=O)c1sc(NC(=O)C2CCN(C(=O)c3ccccc3C)CC2)nc1-c1ccccc1,-6,-7,2,8,-0.4,-4,6,-6,8,-14

# Next section.
SMILES,Tn6 DDE FP,DDE Tn7 FP inh,LEDGF integ inh,MBD2 inh,proKLK7 act,SIAE primary,PRMT1 inh,TCR-CD3 inh,UHRF1 binding,TDP2 inh
CC1CCN(C(=O)CCc2nnc3ccc(NCCCN4CCCC4=O)nn23)CC1,-4,-1,0,-4,0.5,4,0,6,-3,8
CCOc1ccc(CN2CCNC(=O)C2CC(=O)NCCN2CCOC2=O)cc1 (centres undefined),3,-4,2,0,0.6,-1,-3,-2,-1,17
CC1(C(=O)Nc2ccc3c(c2)OCCO3)CCN1C(=O)Cc1cc(F)ccc1F (centres undefined),-12,-3,4,-4,-0.5,-2,-5,-3,1,-8
COC(=O)Nc1nc(-c2ccccc2)c(C(=O)c2ccc(Cl)cc2)s1,2,1,-1,-2,-0.3,3,-3,-3,-2,2
CCn1cc(C(=O)N2CCN(c3ccc([N+](=O)[O-])cc3)CC2)c(=O)c2ccc(C)nc21,-5,-10,2,-5,-0.1,-2,2,4,-3,3
CC(C)c1ccc(NC(=O)c2ccc(NC3=NC4CS(=O)(=O)CC4S3)cc2)cc1 (centres undefined),4,-3,-4,-4,-0.2,0,-4,5,0,3
COc1ccc(C2SCC(=O)N2C)cc1 (centres undefined),2,-3,4,0,-0.3,0,2,3,2,-10
COc1cccc(-c2cc(C(=O)N/N=C/c3ccc(OC)c(COC(C)=O)c3)c3ccccc3n2)c1,0,10,0,-3,-7.8,-55,-2,18,-4,4
NC(=O)c1ccc(NC(=O)COC(=O)c2ccccc2SCC(=O)N2CCCC2)cc1,5,-3,-1,0,0.1,-2,9,8,1,-10
O=C(CSc1nc2ccccc2n1CC(=O)NCc1ccccc1)NCc1ccco1,5,3,-5,0,0.0,-5,1,-1,3,-6
O=C(c1c(F)cccc1F)N1CCCC(c2nc(-c3ccc(Cl)cc3)no2)C1 (centres undefined),2,-4,0,2,0.4,-1,0,2,0,7
COC(=O)C1=C(N)Oc2cc(C)n(CCc3ccccc3)c(=O)c2C1c1cccnc1 (centres undefined),4,5,-1,-4,-0.2,-4,-2,2,-3,-11
Nc1ncnc2c1ncn2[C@@H]1O[C@H](C(=O)N[C@@H](CCc2ccccc2)C(=O)N2CCN(CC(=O)N3CCCC3)CC2)[C@@H](O)[C@H]1O,8,-4,-1,3,0.1,29*,3,-1,0,-4
COC(=O)c1ccccc1OCCCCN1CC(C)OC(C)C1 (centres undefined),-4,-2,4,7,-0.4,-2,4,0,0,5
CCCc1c(C(=O)Nc2ccc(OC)cc2)cnn1-c1ccccc1,-2,2,-3,-1,0.3,2,-1,2,-1,-1
CCN(CC)CCn1c(=S)[nH]c2ccc(Br)cc2c1=O,3,-6,3,-4,-1.1,-2,-2,4,-1,-5
Cc1cc(C)n(-c2ccc(C(=O)NC3=NCCS3)cc2)n1,-3,0,4,-6,-0.6,-3,-5,7,-3,4
O=C(CCN1C(=O)S/C(=C/c2ccc(Cl)cc2)C1=O)N1CCOCC1,6,2,-3,0,-0.2,4,1,4,0,12
CCCCN(C)CCCNC(=O)c1ccc(N2CCCC2=O)cc1,7,8,0,0,-0.2,5,-3,3,-4,11
Cc1ccccc1C(=O)NCCN1CCOCC1,4,-2,4,6,-0.2,0,-9,4,-4,-2
Cc1ccc2c(c1)N(CCC(=O)NCCN1CCOCC1)C(=O)CO2,2,1,-4,0,0.4,5,-4,1,0,-8
C[C@@H]1CN([C@@H](C)CO)C(=O)CCCn2cc(nn2)CO[C@H]1CN(C)S(=O)(=O)c1ccc(Cl)cc1,-1,9,-1,6,-0.2,-1,1,-2,1,7
O=S(=O)(c1cccc(-c2n[nH]c(=S)n2C2CCCC2)c1)N1CCOCC1,2,-5,3,-5,0.9,0,-3,2,-1,-11
CC(C)(C)C(=O)Nc1ccc(S(=O)(=O)NC2=NCCCCC2)cc1,8,1,-1,0,0.3,-2,2,2,0,0

# SIAE primary: what is marked active above
SMILES,Tn6 DDE FP,DDE Tn7 FP inh,LEDGF integ inh,MBD2 inh,proKLK7 act,SIAE primary,PRMT1 inh,TCR-CD3 inh,UHRF1 binding,TDP2 inh
Nc1ncnc2c1ncn2[C@@H]1O[C@H](C(=O)N[C@@H](CCc2ccccc2)C(=O)N2CCN(CC(=O)N3CCCC3)CC2)[C@@H](O)[C@H]1O,8,-4,-1,3,0.1,29*,3,-1,0,-4

# More compounds.
SMILES,Tn6 DDE FP,DDE Tn7 FP inh,LEDGF integ inh,MBD2 inh,proKLK7 act,SIAE primary,PRMT1 inh,TCR-CD3 inh,UHRF1 binding,TDP2 inh
CCOc1ccc(-c2nc[nH]c2[N+](=O)[O-])cc1,-5,-5,-1,-2,-0.1,-3,1,-12,-3,2
CCOC(=O)N1CCC(NC(=O)CSCc2nc(-c3ccc(OCC)cc3)oc2C)CC1,4,1,0,7,0.2,2,0,3,-2,-2
Cc1ccc(N(Cc2ccc(C(=O)NN=C3CCN(C)CC3)cc2)S(C)(=O)=O)cc1C,-3,-3,-1,-3,0.0,-11,-1,-2,2,-3
COc1ccc(S(=O)(=O)N(C)C[C@H]2OCCCC[C@@H](C)Oc3ccc(NC(=O)CCC(F)(F)F)cc3C(=O)N([C@H](C)CO)C[C@@H]2C)cc1,-1,0,-3,-4,-0.5,4,-4,0,3,-1
CC(=O)c1c(C)[nH]c(C)c1C(C)=O,5,-2,-6,-1,-0.5,2,2,-5,6,-5
COc1ccc(C2=NS(=O)(=O)N(C)C(C(=O)N(C)Cc3ccccc3)=C2)cc1,2,5,-2,0,2.1,3,4,-10,0,-1
COc1ccc(/C=C/C(=O)N2CCN(c3ccccn3)CC2)c2ccccc12,3,7,-11,-8,-1.0,-2,0,4,-1,-10
CC(C)NS(=O)(=O)c1ccc(NC(=O)c2cccnc2)cc1,4,1,-2,-4,-0.8,-1,-3,1,2,-4
COc1ccc(Cl)cc1C(=O)Nc1ccc(OCC(=O)N2CCOCC2)cc1,1,-4,1,0,0.5,-1,-2,-4,0,-7
Cc1cc(C(=O)NNC(=O)/C=C/c2ccccc2Cl)c(C)o1,3,1,2,3,-0.1,-2,-5,4,-2,-15
O=C(O)CC1S/C(=N/N=C/C=C/c2ccccc2[N+](=O)[O-])NC1=O (centres undefined),-3,4,-2,0,-0.7,3,1,4,1,-16
COc1cccc(/C=N/NC(=O)CC(=O)NCCc2ccc(OC)c(OC)c2)c1,-8,-2,5,5,0.2,-10,0,2,-2,6
CCc1ccc(OC)c(S(=O)(=O)N2CCN(C(=O)c3ccco3)CC2)c1,-4,-1,2,-4,-0.1,5,-9,2,-3,7
COc1cc2cc(C(c3nnnn3C(C)(C)C)N3CCc4ccccc43)c(=O)[nH]c2cc1OC (centres undefined),-12,-3,-1,-6,0.6,-3,14,1,0,-10
CCCNC(=O)c1nc(C)n(-c2cc(Cl)ccc2Cl)n1,1,4,6,0,-0.2,4,-4,8,-3,6

# Compound activity as filed in PubChem.
